APJ antag: APJ receptor antagonism; CHO-K1 APJ beta-arrestin complementation, luminescence; inhibition, % at 20 µM; AID 2521; 0.32% of 330,000 active; P35414;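 active = inhibition above about 40% at 20 µM, limit read from the data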;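 note: cells challenged with 10 nM apelin-13 agonist together with compound; plate controls were apelin-13 plus DMSO wells for no effect and DMSO wells lacking apelin-13 for full effect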
UBC13 inh: inhibitors of human UBC13 polyubiquitin chain formation; 0.47% of 330,000 active; inhibition, % at 20 µM; AID 485273; TR-FRET; P61088; in the data active = inhibition above about 45%, passing the limit was not always enough
CXCR6 inh: inhibitors of human CXCR6 receptor; 0.36% of 360,000 active; O00574; CHO-K1 PathHunter CXCR6 beta-arrestin, luminescence; AID 602244; inhibition, % at 20 µM; in the data active = inhibition above about 34%, passing the limit was not always enough;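 note: antagonist mode with CXCL16 agonist at 10 nM final; 0% = 10 nM CXCL16 with DMSO and 100% = unstimulated wells without agonist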
Target sequence (O00574 whole entry, looked up): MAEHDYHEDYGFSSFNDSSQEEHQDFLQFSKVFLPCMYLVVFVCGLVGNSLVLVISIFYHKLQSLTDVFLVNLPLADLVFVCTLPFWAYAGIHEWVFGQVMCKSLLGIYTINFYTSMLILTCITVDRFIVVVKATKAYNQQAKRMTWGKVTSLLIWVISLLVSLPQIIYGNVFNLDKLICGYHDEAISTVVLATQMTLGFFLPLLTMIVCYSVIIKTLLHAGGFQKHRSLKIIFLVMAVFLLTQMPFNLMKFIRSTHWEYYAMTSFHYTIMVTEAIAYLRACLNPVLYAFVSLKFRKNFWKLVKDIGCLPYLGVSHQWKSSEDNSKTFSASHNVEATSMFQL
Jurkat NFkB inh: lowers PMA/ionomycin-induced NF-kB signal in Jurkat cells; PMA/ionomycin-induced NF-kB luciferase reporter, luminescence; inhibition, % at 4 µM; 0.53% of 330,000 active; in the data active = inhibition above about 50%
EBI2 block: EBI2 (human) antagonism. EBI2 beta-arrestin recruitment, luminescence, 7a,25-OHC stimulated. inhibition, % at 5 µM. 0.81% of 360,000 active. AID 651636; in the data active = inhibition above about 38%;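 note: enzyme fragment complementation signal reports receptor beta-arrestin coupling in cells; 0% = agonist plus DMSO wells and 100% = wells without agonist; some results beyond the cut were filed as inactive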
Target sequence (P32249 whole entry, looked up, the tested form may be a part): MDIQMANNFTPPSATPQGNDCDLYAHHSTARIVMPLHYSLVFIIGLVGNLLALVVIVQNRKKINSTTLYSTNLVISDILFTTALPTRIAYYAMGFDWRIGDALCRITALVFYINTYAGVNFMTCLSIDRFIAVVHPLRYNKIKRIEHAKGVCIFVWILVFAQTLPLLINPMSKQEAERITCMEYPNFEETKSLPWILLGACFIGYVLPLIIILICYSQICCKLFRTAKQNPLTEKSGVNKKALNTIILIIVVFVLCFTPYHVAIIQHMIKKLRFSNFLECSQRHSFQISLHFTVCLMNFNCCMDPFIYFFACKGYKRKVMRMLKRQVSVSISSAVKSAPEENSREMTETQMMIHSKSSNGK
Gli-Sufu antag: Gli-Sufu pathway antagonism; Sufu-KO-LIGHT fibroblasts, Gli luciferase reporter luminescence; inhibition, % at 5 µM; 0.74% of 340,000 active; AID 588413;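 active = inhibition above about 55%, limit read from the data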;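 note: 0% = DMSO-treated cells and 100% = wells with medium but no cells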
697 NFkB inh: inhibitors of the PMA/ionomycin-induced NF-kB reporter in 697 B cells; 697 B-cell NF-kB luciferase reporter, 16 h; inhibition, % at 4 µM; 0.33% of 330,000 active; AID 435022; in the data active = inhibition above about 35%
CCR6 antagonist: CCR6 (human) receptor antagonism; P51684; CHO-K1 CCR6 PathHunter beta-arrestin, luminescence, CCL20-stimulated; inhibition, % at 20 µM; 0.49% of 340,000 active; AID 493098;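 active = compounds whose inhibition of the agonist-driven luminescence signal at 20 µM reaches about 50%, limit read from the data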;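 note: cells stimulated with CCL20 at 14 nM final; plate controls were DMSO with CCL20 for no effect and DMSO without agonist for full effect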
Target sequence (P51684 whole entry, looked up): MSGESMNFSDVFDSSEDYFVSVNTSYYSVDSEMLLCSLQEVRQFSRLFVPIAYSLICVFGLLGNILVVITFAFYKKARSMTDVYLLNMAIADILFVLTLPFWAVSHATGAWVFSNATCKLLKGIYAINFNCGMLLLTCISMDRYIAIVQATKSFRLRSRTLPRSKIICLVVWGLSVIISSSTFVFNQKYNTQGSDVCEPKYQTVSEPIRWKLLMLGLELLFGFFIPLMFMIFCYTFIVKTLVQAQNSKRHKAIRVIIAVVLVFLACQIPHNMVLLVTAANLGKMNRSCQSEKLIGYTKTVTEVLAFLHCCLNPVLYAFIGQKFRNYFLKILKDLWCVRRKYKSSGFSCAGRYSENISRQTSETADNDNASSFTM
Starred values were filed as active, the others as inactive; . = no result given.

SMILES | APJ antag | UBC13 inh | CXCR6 inh | Jurkat NFkB inh | EBI2 block | Gli-Sufu antag | 697 NFkB inh | CCR6 antagonist
COc1cc2[nH]c(=O)n(CCC(=O)N3CCN(Cc4ccc5c(c4)OCO5)CC3)c(=O)c2cc1OC | 0.4 | -6.8 | -7.7 | 4.9 | -4.8 | 2.6 | 11.5 | 4.9
O=C(CN1CCC(NC(=O)c2ccc(Br)cc2)CC1)NCc1cccs1 | 12.2 | -2.4 | 7.0 | -12.5 | -1.2 | 15.5 | 3.8 | -11.8
CC1CC(CCC(=O)NC(=S)Nc2ccc(S(N)(=O)=O)cc2)C(=O)O1 (stereo not drawn) | 0.3 | 3.3 | 6.3 | -6.4 | 1.7 | 4.5 | 15.8 | 13.8
Cc1cccn2c(=O)c(C=Nc3ccccc3)c(NCCO)nc12 | 6.7 | 3.4 | -1.5 | 14.1 | -2.2 | 1.4 | 18.7 | 8.1
COc1ccc(NS(=O)(=O)c2cc(NC(=O)c3cccc(OCc4c(C)noc4C)c3)ccc2OC)cc1 | 11.1 | -5.3 | 0.1 | 23.7 | 8.4 | 12.1 | -1.6 | 8.0
O=C(Cc1ccc(NC(=O)C2CCCN(C(=O)C3CCCC3)C2)cc1)Nc1cccc(C(=O)N2CCCCC2)c1 (stereo not drawn) | . | . | 0.4 | . | -54.7 | -4.2 | . | 2.0
CCOC1=NC(=C(c2ccccc2)c2ccccc2)OC1=O | . | . | -1.8 | . | -5.7 | -13.4 | . | -17.8
Brc1cccc(CNCc2cccs2)c1 | -4.2 | -1.8 | -0.8 | -3.2 | -0.3 | -5.0 | -2.5 | 5.4
Cc1nn(Cc2c(Cl)cccc2Cl)c(C)c1NC(=O)c1cc(C(C)C)on1 | -5.9 | -6.1 | -9.3 | -55.2 | -6.6 | -18.5 | -469.9 | 5.9
O=C(NCCCN1CCOCC1)C1Nc2ccc(OC(F)(F)F)cc2C2C=CCC12 (stereo not drawn) | -1.9 | -8.1 | -9.6 | -3.7 | -1.3 | 7.8 | 28.9 | -0.1
CCCNc1c(NS(=O)(=O)c2cccs2)c(=O)oc2ccccc12 | -0.8 | 5.3 | -0.8 | 4.3 | -6.2 | -0.5 | -10.9 | 0.9
CCCC(=O)N1CCN(c2ccc([N+](=O)[O-])c(NC(C)c3ccccc3)c2)CC1 (stereo not drawn) | 2.7 | -36.8 | 5.3 | 1.3 | 23.4 | 14.2 | -36.1 | 25.7
COC(=O)c1cc(OC)c(OC)cc1NCC(=O)Nc1ccc(C)cc1 | 3.0 | 0.5 | -5.3 | 5.1 | -8.4 | -4.5 | 2.2 | 2.5
CC(C)(C)NC(=O)C(c1ccco1)N(Cc1ccc2c(c1)OCO2)C(=O)c1snc(C(N)=O)c1N (stereo not drawn) | 10.6 | 33.2 | 4.1 | -6.2 | 11.1 | -33.7 | 7.6 | -10.5
COc1ccc(OC)c(/C=C/C(=O)OCC(=O)N2CCCCC2)c1 | -6.4 | 21.0 | 3.1 | -3.4 | -4.6 | 0.7 | -10.1 | -1.5
COc1ccc(C)cc1NC(=O)CCNS(=O)(=O)c1cccc(C(F)(F)F)c1 | -14.5 | -6.4 | 13.8 | -14.0 | 1.5 | -8.2 | 6.3 | 25.4
CCOc1nc(OCC)c2[nH]c(C(=O)O)c(Br)c2n1 | . | . | -5.0 | . | 1.9 | 7.4 | . | -8.8
CCc1cc(=O)oc2cc(OCC(=O)O)c(Cl)cc12 | 2.4 | 8.3 | 4.8 | 1.7 | 1.9 | 1.3 | 3.6 | -10.6
CCOc1cc(/C=N/N2CCOCC2)ccc1OCc1ccc(C(=O)OC)o1 | -6.5 | -8.8 | 0.6 | -9.3 | 2.1 | 31.8 | 4.3 | 1.0
COc1ccc(N2CCN(Cc3cc(=O)oc4cc(C)c(Cl)c(C)c34)CC2)cc1 | -10.3 | -10.1 | 5.4 | -7.8 | -9.7 | -18.4 | -4.0 | 1.9
O=C(COC(=O)CNC(=O)c1cccc(F)c1)NCCC1=CCCCC1 | 14.4 | 4.0 | 5.7 | 9.2 | -10.0 | 2.1 | 3.5 | -17.4
O=C(NCC1CCCO1)C1CC(=O)N(c2ccc(Cl)cc2)C1 (stereo not drawn) | -9.0 | 3.1 | -4.5 | 12.5 | -7.4 | -3.5 | 7.8 | 6.9
CC(NC(=O)NNC(N)=S)(C(F)(F)F)C(F)(F)F | 0.9 | 2.3 | -26.6 | 4.6 | 3.7 | -3.5 | 6.0 | -1.9
CN(c1ccccc1)c1nc(N)c([N+](=O)[O-])c(Nc2ccccc2F)n1 | -15.4 | 6.7 | 10.1 | -6.7 | 38.7 | -0.8 | -8.3 | 26.7
Cc1cccc(CCNC(=O)CC2C(=O)NCCN2Cc2ccccc2C)n1 (stereo not drawn) | -3.8 | -4.1 | -15.8 | 12.4 | 1.5 | 10.6 | -0.7 | 1.9
CC(C)CNC(=O)COC(=O)/C=C/c1ccccc1[N+](=O)[O-] | 11.4 | 5.3 | -7.7 | 0.8 | -15.7 | 3.8 | 10.1 | 10.5
O=C(Nc1ccc2c(c1)OCO2)NC1CCN(Cc2ccccc2)CC1 | 4.3 | -8.0 | 2.5 | -28.5 | -6.3 | -12.4 | -44.2 | -11.6
NC(=O)c1ccsc1NC(=O)COC(=O)/C=C/c1ccc([N+](=O)[O-])cc1 | -39.9 | -10.5 | -21.7 | 2.1 | 4.0 | -0.7 | -1.8 | -1.8
CCOC(=O)c1ccccc1NC(=O)Cn1cnc2c(oc3ccccc32)c1=O | 2.4 | 2.8 | 0.2 | -31.2 | -1.7 | 0.5 | -23.2 | -2.4
CC(C)(C)C(=O)Nc1ccc(-c2nc3ccccc3c(=O)o2)cc1 | 7.5 | 17.6 | -5.8 | -3.8 | -4.5 | -3.1 | -27.8 | 8.6

A stretch from further up, for reference:
SMILES | APJ antag | UBC13 inh | CXCR6 inh | Jurkat NFkB inh | EBI2 block | Gli-Sufu antag | 697 NFkB inh | CCR6 antagonist
NC(=O)c1ccsc1NC(=O)COC(=O)/C=C/c1ccc([N+](=O)[O-])cc1 | -39.9 | -10.5 | -21.7 | 2.1 | 4.0 | -0.7 | -1.8 | -1.8
CCOC(=O)c1ccccc1NC(=O)Cn1cnc2c(oc3ccccc32)c1=O | 2.4 | 2.8 | 0.2 | -31.2 | -1.7 | 0.5 | -23.2 | -2.4
CC(C)(C)C(=O)Nc1ccc(-c2nc3ccccc3c(=O)o2)cc1 | 7.5 | 17.6 | -5.8 | -3.8 | -4.5 | -3.1 | -27.8 | 8.6

Following part
SMILES | APJ antag | UBC13 inh | CXCR6 inh | Jurkat NFkB inh | EBI2 block | Gli-Sufu antag | 697 NFkB inh | CCR6 antagonist
COc1cc(C(=O)NCCOc2ccccc2C)cc(OC)c1OC | -23.0 | 3.9 | -1.1 | -30.8 | -10.4 | 1.4 | 0.0 | 12.7
CN1C2C=C(N(CCc3c[nH]c4ccccc34)C(=O)c3ccc(Cl)cc3)CC1CC2 (stereo not drawn) | 4.5 | 9.1 | 3.9 | -15.0 | 60.9* | 13.3 | -12.3 | 23.8
COc1ccccc1N1CCN(C(=O)C2CCC(CNS(=O)(=O)c3ccc(NC(C)=O)cc3)CC2)CC1 (stereo not drawn) | -1.9 | -1.1 | -1.7 | -9.2 | -3.8 | 10.4 | -18.4 | 14.3
Clc1ccc(C2=CC(c3ccco3)n3ncnc3N2)cc1 (stereo not drawn) | 0.3 | 10.0 | -12.4 | 13.6 | 23.3 | 5.7 | 5.1 | 10.3
Cc1noc(C)c1COC(=O)c1cc(=O)[nH]c2ccccc12 | -4.7 | 10.9 | 4.7 | 16.3 | 4.4 | -15.2 | 24.7 | -0.9
O=C(NC1=NCCS1)c1ccccc1Br | 9.4 | 0.7 | 2.1 | -8.5 | 2.8 | 0.7 | 5.3 | -2.0
O=C(Oc1ccccc1C(=O)Nc1ccccc1)c1ccccc1Br | . | . | 21.9 | . | -53.1 | -10.2 | . | 25.4
CCNC(=S)N1CCC(c2nc3ccccc3s2)CC1 | 5.8 | 1.9 | -4.1 | -14.0 | -10.5 | 1.7 | -7.4 | 2.9
O=C(/C=C/Nc1ccc(F)c(F)c1)c1ccc(Br)cc1 | 4.5 | 0.1 | 0.4 | -126.0 | 1.2 | -94.5 | -138.8 | 11.9
COc1ccccc1C(=O)C1CCCN(C(=O)CCC(=O)c2ccccc2)C1 (stereo not drawn) | 9.3 | -3.9 | 2.2 | -5.4 | 7.3 | 1.9 | 1.4 | -4.8
COc1cccc(/C=N/NC(N)=S)c1OCc1ccccc1Cl | -1.3 | 10.9 | -7.0 | -22.7 | 14.6 | 21.6 | 10.4 | 13.3
CCN1C(=O)CC(NNC(=O)c2ccc(Cl)cc2)C1=O (stereo not drawn) | -10.9 | -5.4 | 1.3 | -7.0 | -8.5 | 7.6 | 9.4 | -2.3
CC(C)(C)C(=O)CSc1ncnc2sc3c(c12)CCC3 | 26.5 | 0.7 | -0.4 | -18.1 | 13.4 | 10.2 | -15.6 | 5.2
Cc1cccn2c(CNCC(C)Oc3cccnc3)c(C(=O)N3CCOCC3)nc12 (stereo not drawn) | -10.5 | 14.1 | -0.1 | 6.6 | 7.4 | 5.3 | 12.4 | 0.8
CCOC(=O)c1c(C)[nH]c(C(=O)N2CCN(C(=O)OCC)CC2)c1C | -10.4 | -7.6 | 6.8 | -1.5 | -12.2 | -2.8 | 2.7 | -8.7
Cc1ccc(C(=O)Nc2nc(=O)n(C)s2)cc1 | 7.5 | 2.5 | 4.9 | -22.5 | -0.3 | -61.6 | -75.8 | 6.1
CCOC(=O)/C(C(N)=NCc1ccco1)=C(/O)c1ccccc1 | -6.4 | 9.1 | -3.3 | 15.4 | 7.5 | 1.4 | 23.0 | -2.3
O=C(NCc1ccccc1Cl)C1CCCN1C(=O)Nc1ccccc1 (stereo not drawn) | 4.6 | -4.5 | 2.4 | 2.2 | -9.6 | -8.4 | 7.1 | 11.9
CC(C)(C)C(=O)N1CCN(S(=O)(=O)c2ccc3c(c2)OCCCO3)CC1 | 16.3 | -0.4 | 4.4 | 11.1 | -15.5 | 39.7 | -29.8 | -5.0
CCN(C(=O)c1cn(C)c(=O)c2cc(OC)c(OC)cc12)c1cc(C)ccc1C | 4.2 | -8.3 | 7.1 | -1.9 | -13.0 | 7.8 | -2.4 | -6.6
CC(C)(C)NC(=O)C(c1ccccn1)N(C(=O)C1CSC(=O)C1)c1ccc(F)cc1 (stereo not drawn) | 15.6 | -2.2 | -2.4 | -5.8 | 4.6 | 6.2 | 6.5 | -8.2
O=C(/C=C/c1ccc2c(c1)OCO2)N1CCN(c2n[nH]c(=O)[nH]c2=O)CC1 | 5.2 | -3.1 | -6.2 | -5.2 | 14.3 | -4.2 | 12.5 | 3.7
CCOc1ccc(NC(=O)C[n+]2ccc(N(C)C)cc2)cc1 | 17.9 | 6.5 | 2.6 | 16.6 | -0.2 | 1.8 | -9.9 | 1.4
Cc1ccc(-c2nnc(SCCC(=O)N3CCOCC3)o2)cc1 | 14.2 | -13.7 | 3.2 | -16.4 | -1.1 | -11.9 | 2.1 | 4.3
COc1ccc(S(=O)(=O)NC(C)C(=O)Nc2ccccc2)cc1Cl (stereo not drawn) | 9.0 | -3.5 | 3.3 | -19.3 | -6.6 | 13.7 | -9.9 | 11.1
COc1ccc(N=Cc2ccc(CNS(=O)(=O)c3ccc(Cl)cc3)o2)cc1 | -1.7 | -0.4 | 5.7 | 12.7 | -17.3 | 1.0 | 34.4 | 21.4
CC(C)OCCCNC(=O)C1CCC(CNS(=O)(=O)c2ccc(Cl)cc2)CC1 (stereo not drawn) | 1.5 | -27.6 | 2.4 | 7.2 | 20.5 | -13.9 | -2.5 | 14.6
O=C(CSc1ncn(-c2ccccc2)n1)N1CCc2ccccc21 | 1.8 | -9.7 | -15.9 | 3.4 | -3.0 | -4.7 | 11.7 | -10.2
CCOC(=O)C1C(=O)NCC1c1ccccc1 (stereo not drawn) | 8.9 | 6.2 | -2.3 | -4.5 | -3.7 | -6.2 | 12.8 | 3.8
CCc1noc(C)c1C(=O)NCCc1ccc(OC)c(OC)c1 | -2.7 | 2.1 | -0.5 | -0.8 | -5.6 | 7.5 | 9.6 | -17.4
COc1cc2nc(SCC(N)=O)n(CCC3=CCCCC3)c(=O)c2cc1OC | 11.2 | 12.7 | 2.6 | 15.3 | 12.2 | 16.0 | -0.4 | 1.6

Source: PubChem BioAssay (Sanford-Burnham Center for Chemical Genomics)

Compounds were not picked by outcome; about 3% have a hit in one of these screens.
